LGR2 inh: blocks bursicon-induced cAMP signaling via Drosophila LGR2; inhibition, % at 9.99 µM; 380,000 compounds, 0.35% hits; HEK293 LGR2, CRE-luciferase, bursicon-stimulated, 4 h;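 active = drop in luminescence signal, shown as inhibition above about 50% in the replicate tests, limit read from the data, passing the limit was not always enough; inconclusive = probably only some replicates passing the limit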;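 note: agonist challenge used bursicon conditioned medium at about half maximal strength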
miR122 inh: miR-122 inhibition in Huh7 cells; 340,000 compounds, 0.3% hits; Huh7 miR-122 Renilla luciferase sensor, 48 h; neutral wells = 0, positive control = 100; activation (reporter increase), % at 12.5 µM;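 active = mean replicate activation score at least 90 and every replicate individually at or above 90; inconclusive = only one of the two criteria met; inactive = neither criterion met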;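 note: higher luciferase means less miR-122 activity so hits act as miR-122 inhibitors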
EWS-Fli block: blocks EWS/Fli oncoprotein-driven transcription | A673 NR0B1-luciferase reporter, viability-normalised | inhibition, % at 12.6 µM | 350,000 compounds, 0.67% hits;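 active = mean inhibition of at least 50% after viability correction, with every replicate also passing that limit; inconclusive = mean reaches 50% but only one of two replicates passes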;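 note: firefly luciferase signal divided by Alamar Blue viability fluorescence both relative to DMSO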
Casp6 inh: inhibitors of human caspase-6; inhibition, % at 12.5 µM; 350,000 compounds, 0.53% hits; purified caspase-6, Z-VEID-R110 cleavage fluorescence; P55212;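 active = mean inhibition across replicates at least about 35%, with every replicate also reaching that limit, limit read from the data; inconclusive = only one of the two criteria met; inactive = neither criterion met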;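 note: 0% = median of neutral control wells and 100% = no fluorescence left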
Target sequence (P55212 24-179 limits assumed): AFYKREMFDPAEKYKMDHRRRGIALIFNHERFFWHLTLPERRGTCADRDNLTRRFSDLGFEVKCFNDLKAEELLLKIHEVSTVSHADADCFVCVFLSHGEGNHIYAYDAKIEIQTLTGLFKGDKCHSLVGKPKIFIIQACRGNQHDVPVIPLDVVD
Target sequence (P55212 194-293 limits assumed): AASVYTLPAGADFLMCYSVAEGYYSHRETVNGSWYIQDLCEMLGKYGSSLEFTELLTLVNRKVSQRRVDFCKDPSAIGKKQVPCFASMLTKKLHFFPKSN
PAX8 reporter: PAX8 transcriptional activity inhibition; RMG-I TPO-luciferase reporter, SteadyGlo, 24 h; inhibition, % at 12.6 µM; 360,000 compounds, 1.2% hits; AID 652154;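 active = mean replicate inhibition at least 60% with every replicate also reaching 60%; inconclusive = only one of the two criteria is met; inactive = mean below 60% and not all replicates reaching 60%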;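 note: luciferase light reporting Pax8 driven TPO promoter activity; plate controls were median of neutral control wells for no effect and mitoxantrone controls for full effect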
PGC1a acetyl inh: lowers PGC1a acetylation signal in U2OS cells | AlphaScreen anti-acetyl-lysine; with virally co-expressed GCN5 acetyltransferase | inhibition, % at 15.6 µM | AID 651687 | 350,000 compounds, 0.17% hits;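 active = every replicate shows inhibition of at least 40%; inconclusive = mean inhibition at least 40% but some replicate below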;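 note: 0% = neutral control wells and 100% = positive control wells; some results beyond the cut were filed as inactive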
Cneo AK release: Cryptococcus neoformans lysis via adenylate kinase release. AID 651654. lysis activity, % at 15 µM. C. neoformans lysis, adenylate kinase release luminescence, 4 h; normalised: neutral wells 0, clomiphene wells 100. 360,000 compounds, 0.2% hits;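 active = mean lysis activity across replicates of at least 80%, whatever share of replicates individually reach that level; inactive = mean lysis activity below 80%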
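Assay system: C. neoformans cells. Amount: yeast cell density of 5 × 10^6 cells/mL. Technique: AK luminescence. Buffer or medium: YPD. Times: static 4 h at 37 °C with compound, 1 h detection. Dosing: single-point compound dose. Read-out: lysis from increased AK signal.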
FN deposition inh: fibronectin deposition inhibition | AH1F fibroblasts, Alexa488-fibronectin deposition fluorescence, overnight | inhibition, % at 12.6 µM | 350,000 compounds, 0.086% hits;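 active = mean inhibition across replicates of 30% or more, regardless of how many single replicates reach that level; inconclusive = mean under 30% yet at least half of replicates reach 30%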;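 note: positive control wells lacked labelled fibronectin entirely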
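Schedule: 1 h cell adhesion before compound, then overnight fibronectin incubation; test system: AH1F fibroblast monolayer depositing Alexa488-labelled fibronectin into matrix; quantity: 10000 AH1F cells per well; probe or stimulus: fluorescent fibronectin at 24 nM final; signal: fluorescence, ex 485 nm, em 525 nm; evaluation: percent inhibition as loss of matrix-bound fibronectin fluorescence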
* = called active by the depositor; ? = inconclusive; nt = not tested or not shown; [ ] = dose if it differs, or a comment.

item	SMILES	LGR2 inh	miR122 inh	Casp6 inh	PGC1a acetyl inh	EWS-Fli block	Cneo AK release	FN deposition inh	PAX8 reporter
1	Cc1ccccc1C(=O)NCCn1cc(SCC(=O)NCC2CCCO2)c2ccccc21 (centres undefined)	6	-5	41*	-3	2	1	nt	-9
2	O=C(C[C@@H]1C=C[C@@H](NC(=O)C2CCOCC2)[C@@H](CO)O1)Nc1ccc(-c2ccccc2)cc1	-6	-3[16.7 µM]	-6	13	-1	-3	4	7
3	CCN1CCN(Cc2ccc(NC(=O)Nc3ccccc3OC)cc2)CC1	-42	-7	-3	-3	-75	-5	-1	-136
4	COc1ccc2c(c1)-c1ccccc1S(=O)(=O)N2C(C)=O	11	nt	2	1	-3	7	nt	nt
5	COc1cccc(NC(=O)C2CCN(Cc3cnn(-c4ccccc4)c3-n3cccc3)CC2)c1	nt	-27	nt	-6	nt	-6	-19	nt
6	C/C=C/c1ccc(OCCCCn2cncn2)c(OC)c1	nt	-1	nt	2	nt	-2	10	12
7	CC(C)OP(=O)(OC(C)C)C(NC(=O)c1ccccc1Br)C(N)=O (centres undefined)	0	nt	-2	nt	16	nt	9	-5
8	COC(=O)c1nc2n(n1)C(c1ccc([N+](=O)[O-])cc1)C(C(=O)Nc1ccc(Cl)cc1)=C(C)N2 (centres undefined)	-2	nt	2	nt	8	nt	-10	22

Next section, starting with the last 2 of the part before.
item	SMILES	LGR2 inh	miR122 inh	Casp6 inh	PGC1a acetyl inh	EWS-Fli block	Cneo AK release	FN deposition inh	PAX8 reporter
7	CC(C)OP(=O)(OC(C)C)C(NC(=O)c1ccccc1Br)C(N)=O (centres undefined)	0	nt	-2	nt	16	nt	9	-5
8	COC(=O)c1nc2n(n1)C(c1ccc([N+](=O)[O-])cc1)C(C(=O)Nc1ccc(Cl)cc1)=C(C)N2 (centres undefined)	-2	nt	2	nt	8	nt	-10	22
9	CCN(CC)CCC(c1ccc(N(C)C)cc1)c1c(OC)cc(OC)c2ccc(=O)oc12 (centres undefined)	0	-1	nt	nt	7	5	9	-2
10	CCS(=O)(=O)Nc1ccc2c(c1)C(=O)N(C)[C@H]1CC[C@H](CC(=O)NCc3ccc(OC)cc3)O[C@@H]1CO2	-12	13[16.7 µM]	-3	-3	6	-2	-12	3
11	O=C(NCCN1CCCC(O)C1)c1cc(COc2c(F)cccc2F)on1 (centres undefined)	-6	0	-5	-3	nt	0	-8	-14
12	CCOC(=O)C1=C(COC(=O)c2ccc(Cl)c(S(=O)(=O)N3CCOCC3)c2)NC(=O)NC1C (centres undefined)	-5	-1	0	4	-3	-2	7	7
13	CC1=C(C(=O)N(C(C)C)C(C)C)CC(CC(=O)NC2CCCC2)C(=O)N1CCC1=CCCCC1 (centres undefined)	15	4	3	-9	8	9	0	3
14	Cc1occc1-c1nnc(SCC(=O)Nc2nc(C(C)(C)C)cs2)o1	-17	5	-5	-17	-31	0	nt	nt
15	CCN(CC)CCCNC(=S)N(Cc1ccco1)Cc1cc2cc3c(cc2[nH]c1=O)OCCO3	-4	nt	-73	nt	4	nt	6	-20
16	Cn1cnc(CCNC(=O)C[C@H]2CC[C@H]3[C@@H](COC[C@H](O)CN3C(=O)C3CCCC3)O2)c1	1	2[16.7 µM]	-2	9	-2	-1	-4	12
17	Cc1ccc(C2=NOC(C)(c3nnc(-c4ccccc4)o3)C2)cc1 (centres undefined)	-1	-3	nt	-15	-11	3	-18	-5
18	C=CCNC(=S)Nc1cc(C)ccn1	-11	-3	-9	8	-1	1	-1	-2
19	NC(c1ccccc1)c1csc(NC(=O)Nc2cccc(C(F)(F)F)c2)n1 (centres undefined)	?	1	1	-5	36	0	1	nt
20	O=C(NCc1ccncc1)C(=O)NCC1OCCN1S(=O)(=O)c1ccc(Cl)cc1 (centres undefined)	2	-4	3	-14	-8	4	nt	-10
21	COC(=O)c1ccc(NC(=O)Nc2ccc([N+](=O)[O-])cc2)cc1	13	-7	-1	0	1	0	-4	3
22	CC(C)(C)c1ccc(CSc2ccc(S(=O)(=O)N3CCOCC3)cn2)cc1	3	-4	6	-18	5	1	-14	17
23	CCC(=O)N1CCN(c2ccc(Cl)cc2NC(=O)c2ccc3c(c2)OCCO3)CC1	nt	1	nt	-1	nt	-3	5	3
24	CC1(C)Cc2ccccc2C(C(Cc2ccccc2)C(N)=O)=N1 (centres undefined)	30	3	5	nt	3	1	1	-6
25	CC(=O)NC(c1cccc(F)c1)c1nc(-c2csc3ccccc23)cs1 (centres undefined)	1	3	2	-3	3	0	nt	-13
26	O=C(C[C@@H]1CC[C@H]2[C@@H](COC[C@H](O)CN2C(=O)Nc2ccc(F)cc2)O1)NC1CCC1	3	0[16.7 µM]	nt	7	nt	-1	-25	nt
27	Cn1ncc(Cl)c1C(=O)NC1C2CC3CC(C2)CC1C3 (centres undefined)	0	nt	12	nt	3	nt	1	7
28	Cc1[nH]c2ccccc2c1-c1nc2ccccc2[nH]c1=O	-23	-2	-3	6	-10	-2	0	-16
29	CC=Cc1ccc2n(c1=O)C[C@H]1[C@H](CO)[C@@H](C(=O)Nc3ccc(-c4ccccc4)cc3)N(C(=O)CC)[C@@H]21 (mixture of isomers)	-4	4[16.7 µM]	-2	-7	2	-3	nt	16
30	O=C(NCCc1ccccc1)C(=O)NCC1OCCN1S(=O)(=O)c1ccc(F)cc1 (centres undefined)	5	-1	0	2	2	2	1	14
31	O/N=C/c1cccc[n+]1CCCCCC[n+]1ccccc1/C=N/O	-2	5	-6	5	2	3	0	-13
32	COc1ccc(C(=O)Oc2cc(C)[nH]c(=O)c2[N+](=O)[O-])cc1	13	1	1	-1	1	-1	-4	1
33	C=CCNC(=O)C1CC(=O)N(c2ccc(OCC(=O)Nc3ccc(CC)cc3)cc2)C1 (centres undefined)	5	8	1	nt	9	6	-8	4
34	CN(C)C(=O)c1ccc(-c2ccc(C3[C@@H]4CN(C(=O)Nc5ccccc5)C[C@H]3N4)cc2)cc1 (some centres undefined)	3	nt	3	-6	1	nt	-6	5
35	CCOc1ccccc1NC(=O)C1CCC(=O)N1S(=O)(=O)c1ccc(C)cc1 (centres undefined)	-2	7	-3	3	0	3	2	nt
36	CCCC(=O)N1C[C@H]2[C@@H](c3ccccc31)[C@@H](CO)N2Cc1cocn1	12	14[16.7 µM]	nt	11	0	0	2	-4
37	COc1cc(NC(=S)N2CCC(C(N)=O)CC2)cc(OC)c1	nt	nt	1	nt	-10	nt	-5	-15
38	COCC#Cc1ccc2c(c1)O[C@H](CN(C)C(=O)C1CCC1)[C@@H](C)CN([C@H](C)CO)S2(=O)=O	9	3[16.7 µM]	1	7	-5	0	nt	nt
39	Cc1cc(C)c2c(c1)/C(=N/Nc1ccc(S(N)(=O)=O)cc1[N+](=O)[O-])CCC2	-11	28	0	nt	-3	nt	11	1
40	C[C@@H]1CN([C@@H](C)CO)C(=O)c2cccc(NC(=O)c3ccncc3)c2O[C@@H]1CN(C)S(=O)(=O)c1cn(C)cn1	5	0[16.7 µM]	3	-5	-4	0	nt	nt
41	C[C@H](CO)N1C[C@H](C)[C@H](CN(C)C(=O)NC2CCCCC2)OCCCC[C@H](C)Oc2ccc(NC(=O)c3ccncc3)cc2C1=O	2	0[16.7 µM]	3	-2	-4	-9	nt	8
42	COc1ccc(NC(=O)Nc2ccc3c(c2)CC(=O)N([C@H](C)CO)C[C@@H](C)[C@H](CN(C)C)O3)cc1	-1	13[16.7 µM]	-2	0	-6	-1	1	0
43	COc1ccc(NC(=O)c2nc3ccccc3s2)cc1	15	nt	0	nt	-36	nt	0	-105
44	COC(=O)C=C1CCC2C3CCC4=CC(=O)C(Br)CC4(C)C3C(=O)CC12C (centres undefined)	23	-7	20	13	14	1	8	18
45	COC(=O)c1ccccc1NC(=O)Cn1cc2c(n1)CCC(C)C2 (centres undefined)	-24	2	4	nt	-22	5	11	2
46	COc1ccc(OCC(=O)N2c3ccccc3CCc3ccccc32)cc1	5	-2	nt	-7	nt	nt	0	-98
47	CCc1nnc(NC(=O)CSc2nnc(CNC(=O)c3ccccc3)o2)s1	-17	-1	0	nt	2	0	9	16
48	N=C1C(=O)OCC1c1ccccc1NC(=O)Nc1ccccc1 (centres undefined)	nt	nt	1	nt	8	nt	3	24
49	NC(=O)C(Cc1ccccc1)NC(=O)C12CC3CC(CC(C3)C1)C2 (centres undefined)	-8	-2	1	5	19	0	-8	2
50	CC(=O)Nc1ccc(S(=O)(=O)Nc2nc3nc(-c4ccccc4)cc(-c4ccccc4)n3n2)cc1	5	nt	3	nt	17	0	-2	1
51	CCn1cc(C(=O)NCc2ccc3c(c2)OCO3)c(=O)c2cc(S(=O)(=O)N3CCOCC3)ccc21	nt	-2	nt	nt	nt	-2	-9	29
52	CCCN(C(=O)Cc1nc(N)n[nH]1)C1(C(=O)Nc2c(C)cccc2C)CCCCC1	nt	-12	nt	-20	nt	0	-6	-7
53	COc1ccc(NC(=O)N2C3CCCC2CC(NC(=O)c2ccccc2)C3)cc1 (centres undefined)	1	-7	nt	4	-13	10	6	-10
54	CC(C)S(=O)(=O)c1nsc2nc(=O)c(/C=C3\C=Nc4ccccc43)c(N)n12	5	2	10	2	32	-2	-12	4
55	CCOC(=O)c1ccccc1NC(=O)CN1CCC(n2nnc3cc(F)ccc32)CC1	-2	-9	1	-6	0	2	-3	20
56	O=C(Nc1ccccc1)c1snc2c(=O)[nH]cnc12	-26	nt	2	13	-19	nt	3	-16
57	C[C@H]1CN([C@@H](C)CO)C(=O)c2cccc(NC(=O)Nc3cccc4ccccc34)c2O[C@H]1CN(C)C	12	nt	1	7	16	nt	nt	6
58	CC(C)(C)NC(=O)NC(=O)COC(=O)Cc1coc2ccc3ccccc3c12	18	nt	-1	nt	-1	2	-5	-4
59	CCNC(=O)C[C@@H]1CC[C@H]2[C@H](COc3ccc(NC(=O)Cc4cccs4)cc3C(=O)N2C)O1	3	19[16.7 µM]	-4	-1	1	-3	0	0
60	COC(=O)Oc1ccc(/C=N/NC(=O)CSCc2ccc(Cl)cc2)cc1OC	0	nt	nt	nt	3	nt	7	10

Screening results: PubChem BioAssay, Broad Institute
